NTR1 agonist – agonists of NTR1, primary screen, imaging, U2OS cells, beta-arrestin-GFP, high content (AID 493036). P30989. NTR1-U2OS beta-arrestin-GFP spot imaging, agonist mode. activation, % at 20 µM. 330,000 compounds, 0.17% hits;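 active = activation at or above 40% of the spot to cytoplasm intensity ratio, with at least 20 cells analyzed; inconclusive = wells under 20 cells, flagged as cytotoxic or low count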;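 also: 0% = DMSO without peptide and 100% = 100 nM NTR1 peptide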
Target sequence (P30989 whole entry, looked up): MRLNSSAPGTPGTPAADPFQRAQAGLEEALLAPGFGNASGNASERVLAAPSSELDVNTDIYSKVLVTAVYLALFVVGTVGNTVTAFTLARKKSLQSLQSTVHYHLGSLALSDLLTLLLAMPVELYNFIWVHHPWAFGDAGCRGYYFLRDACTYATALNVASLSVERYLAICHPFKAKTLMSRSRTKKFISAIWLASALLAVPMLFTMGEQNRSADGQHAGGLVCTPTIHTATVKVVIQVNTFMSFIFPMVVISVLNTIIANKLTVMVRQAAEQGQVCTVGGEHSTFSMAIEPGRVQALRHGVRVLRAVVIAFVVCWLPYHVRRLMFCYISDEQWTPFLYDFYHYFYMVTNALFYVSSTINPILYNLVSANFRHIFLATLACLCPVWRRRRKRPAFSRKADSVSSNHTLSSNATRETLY
AID2073 – disruptors of CaV2.2 binding to Mint1 – biochemical, HTRF (AID 2073); inhibition, % at 20 µM, or IC50 in µM where a hit was titrated; 290,000 compounds, 0.19% hits; HTRF protein-protein interaction, Mint1-CaV2.2; higher % means a stronger effect; in the data active = inhibition mostly above about 51%, no sharp cut-off; inconclusive = no clear call, values can overlap the other calls; inactive = mostly below about 53%; also: some results filed as inactive read as strong as hits
GPR55 LPI antagonism – GPR55 antagonists blocking LPI-driven arrestin recruitment, primary screen, imaging, U2OS, beta-arrestin-GFP, LPI agonist (AID 2013); U2OS GPR55 beta-arrestin-GFP translocation imaging, LPI antagonism; higher % means a stronger effect; inhibition, % at 10 µM; hits with a dose series show IC50 in µM; 290,000 compounds, 0.13% hits;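 active = spots per cell inhibited over 60%, with over 100 cells counted and total cytoplasm intensity under 500,000; inconclusive = wells with under 100 cells, flagged as likely toxic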;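 also: U2OS cells stably carrying GPR55 and arrestin-GFP stimulated by 5 µM LPI near EC80; imaged beta-arrestin-GFP aggregate spots per cell after agonist stimulation; plate controls were LPI-stimulated DMSO wells for no effect and DMSO wells without LPI for full effect; some results filed as inactive read as strong as hits; confirmed hits need IC50 under 10 µM and bright autofluorescent wells are also inconclusive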
GPR35 arrestin U2OS – inhibition of zaprinast-stimulated GPR35 beta-arrestin translocation – imaging, U2OS, beta-arrestin-GFP, zaprinast agonist, primary screen (AID 2058) | U2OS GPR35 beta-arrestin-GFP translocation imaging, zaprinast antagonism; higher % means a stronger effect | inhibition, % at 10 µM, or IC50 in µM where a hit was titrated | 290,000 compounds, 0.052% hits;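 active = inhibition of at least 50% with at least 30 cells and total cytoplasm GFP at most 10,000,000; inconclusive = under 30 cells or total GFP of 10,000,000 plus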
GPR55 activation – selective activators of receptor GPR55 – imaging, U2OS cells, beta-arrestin-GFP redistribution, primary screen (AID 1961); U2OS GPR55 beta-arrestin-GFP redistribution imaging; higher % means a stronger effect; 290,000 compounds, 0.048% hits; activation, % at 10 µM; hits with a dose series show EC50 in µM;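 active = activation above 40% with more than 50 cells counted in the well; inconclusive = wells holding fewer than 50 cells, flagged as toxic or sparse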;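 also: U2OS osteosarcoma cells stably expressing GPR55 and beta-arrestin-GFP; plate controls were DMSO negative control for no effect and LPI positive control for full effect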
MgcRacGAP inhibition – MgcRacGAP GTPase-activating activity inhibitors, confirmation, biochemical, ADP Hunter fluorescence | MgcRacGAP-stimulated Rac1 GTP hydrolysis, ADP Hunter fluorescence; higher % means a stronger effect; GST-tagged Rac1 F28L mutant substrate | AID 624330 | one-dose inhibition, % at 30 µM; IC50 in µM for titrated hits | 340,000 compounds, 0.6% hits;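 active = first-screen hits whose inhibition reached a set limit at any dose in the follow-up dose series; inconclusive = inhibition above the set first-screen limit but never retested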;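 also: fluorescence reports GDP produced by GAP-driven GTP hydrolysis; strong numbers were not always called active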
NS5 inhibitors – flavivirus cap methylation enzyme inhibition – biochemical, confirmation dose response, primary screen (AID 588689) | Dengue-2 NS5 methyltransferase capping enzyme assay, biochemical; higher % means a stronger effect | 340,000 compounds, 0.3% hits | inhibition, % at 25 µM, or IC50 in µM where a hit was titrated; in the data active = a potency from the dose series; inconclusive = inhibition above about 29% without an active follow-up result
SV40 large T antigen – TAg ATPase/helicase activity blockers – biochemical (AID 1903); SV40 large T antigen ATPase/helicase inhibition assay; higher % means a stronger effect; inhibition, % at 20 µM, or IC50 in µM where a hit was titrated; 310,000 compounds, 0.39% hits; in the data active = a potency from the dose series; inconclusive = inhibition mostly from about 32% at the one dose, without a potency; inactive = the rest, 99 in 100 with inhibition below about 32%; also: strong numbers were not always called active
Yfh1-depleted yeast – enhancers of respiration in Yfh1-depleted yeast, dose response, Friedreich's ataxia, plus single-dose screen (AID 1465). fold induction at 50 µM, or EC50 in µM where a hit was titrated. 220,000 compounds, 0.074% hits. S. cerevisiae Yfh1-off respiration, WST-1 reduction, 72 h; higher fold induction means a stronger effect;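 active = fold induction of absorbance versus untreated yeast above a set limit, then at least 30% activation at any dose in follow-up; inconclusive = repeats straddling the limit, or above it without dose testing; inactive = fold induction below the set limit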;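 also: activators that raise dye reduction in frataxin-depleted yeast; strong numbers were not always called active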
NTR1 agonist cell count 20 µM – second read-out of NTR1 agonist, no call of its own (marks repeat the call); cell count; measured here: cell count, cytotoxicity flag
NS5 inhibitors pilot replicate – second read-out of NS5 inhibitors, no call of its own (marks repeat the call); inhibition, %; measured here: pilot screen replicate inhibition
* marks the source's active call; other numbers are inactive results; i = inactive; ? = inconclusive; . = not tested or not shown.

SMILES | NTR1 agonist | NTR1 agonist cell count 20 µM | AID2073 | GPR55 LPI antagonism | GPR35 arrestin U2OS | GPR55 activation | MgcRacGAP inhibition | NS5 inhibitors | SV40 large T antigen | Yfh1-depleted yeast | others
Cc1ccccc1NC(=S)Nc1ccc2[nH]c(=O)[nH]c2c1 | -0.2 | 57 | -31% | 1% | 7% | 0.3% | ? | 0% | 25% | i
Cc1cc(C)c2ccc(NN)nc2c1O | 0.9 | 71 | 10% | -11% | -1% | 0.3% | 6% | -11% | 22% | i
Cc1nnc(NC(=O)C(C)Sc2nnc(-c3ccco3)n2C)s1 (stereo unspecified) | 0.7 | 54 | 6% | 2% | -7% | -0.3% | 6% | -1% | 4% | .
COc1ccc(C(=O)Nn2c(C)nc3ccccc3c2=O)c(OC)c1 | -1.2 | 98 | 43% | 4% | -6% | 0.5% | 5% | 0% | 0% | .
CC(C)(C)N(NC(=O)Nc1ccccc1)C(=O)c1ccccc1Cl | -1.0 | 35 | -3% | -1% | 13% | -0.1% | 13% | 10% | 4% | i
O=C(CC(Cc1ccccc1)c1ccco1)NC1CCCCC1 (stereo unspecified) | -2.0 | 82 | -11% | 7% | 5% | -0.1% | -5% | -2% | -3% | i
O=C(CSc1nc2ccccc2n1CC(=O)N1CCCC1)N1CCN(C(=O)c2ccco2)CC1 | 0.5 | 72 | 4% | -3% | -10% | 0.1% | -8% | 6% | 9% | i
Fc1cc(F)c2nc(N3CCOCC3)sc2c1 | -1.9 | 55 | -3% | -5% | 15% | -0.5% | 5% | -3% | 8% | i
Cc1ccc(S(=O)(=O)N(C)CC(=O)Nc2ncccc2C)cc1 | 0.9 | 51 | . | . | . | . | 0% | -5% | 3% | .
O=C1CC(c2c(F)cccc2Cl)C(n2cncn2)C(O)=C1C1NCCc2ccccc21 (stereo unspecified) | 1.4 | 51 | -12% | -8% | 4% | 0.5% | 6% | -7% | 5% | i
O=C1C2C3C=CC(C3)C2C(=O)N1CCCO (stereo unspecified) | -1.8 | 34 | 22% | -17% | -22% | 0.3% | 10% | 1% | -5% | i
O=C(CCC(=O)c1ccc(F)cc1)Nc1cccc(C(F)(F)F)c1 | -1.4 | 61 | 3% | 2% | 1% | 0.1% | 1% | -7% | 6% | i
COc1ccc(CN2CCCC(N3CCN(c4ccc(OC)cc4)CC3)C2)cc1 (stereo unspecified) | -0.7 | 48 | ? | -1% | -12% | -0.1% | 17% | -2% | 23% | .
COc1cc(OC)cc(-c2nnc(NC(=O)CCS(=O)(=O)c3ccc(C)cc3)o2)c1 | 1.8 | 55 | . | . | . | . | 7% | -5% | 14% | .
COc1ccc(C(=S)N2CCN(c3ccccc3C)CC2)cc1 | 1.3 | 44 | -10% | 8% | 7% | -0.1% | 5% | 2% | 2% | i
O=C(COC(=O)CCN1C(=O)c2cccc([N+](=O)[O-])c2C1=O)NCc1ccccc1 | 2.2 | 47 | -1% | 2% | -16% | -0.3% | 5% | -9% | 38% | i
CN(C)C(=S)Nc1ccc(Cc2ccncc2)cc1 | 0.5 | 66 | -8% | 7% | 5% | -0.2% | 3% | 0% | 2% | .
CCC(C)n1nccc1NC(=O)C(C)OC(=O)c1cc2ccccc2[nH]1 (stereo unspecified) | -1.0 | 69 | 5% | 3% | 16% | -0.1% | -1% | -1% | -5% | i
COc1ccc(NC(=O)Cc2nnc(SCC(=O)c3ccc(F)cc3)n2C)cc1 | -2.2 | 57 | -3% | 8% | -1% | -0.2% | 4% | -6% | 2% | .
CC(NC(=O)Nc1cccc(F)c1)c1ccc2c(c1)OCO2 (stereo unspecified) | 0.0 | 65 | 5% | 16% | 0% | 0.0% | 9% | -3% | 25% | .
Cc1c(N2C(=O)c3ccccc3C2=O)c(=O)n(-c2ccccc2)n1C | 0.0 | 27 | 4% | -4% | 16% | -0.2% | 8% | -4% | 9% | i
COc1ccccc1-n1ccnc1SCC(=O)NC(C)(C)C | -0.1 | 66 | 12% | 9% | 22% | -0.7% | 2% | -1% | 22% | i
Cc1ccc(S(=O)(=O)N2[C@@H](c3ccc(Cl)cc3)C(C(=O)O)=CC[C@H]2c2ccc3c(c2)OCO3)cc1 | 7.3 | 99 | . | . | . | . | 7% | -6% | 30% | .
NC/C(=N\O)c1ccc(Cl)cc1Cl | 1.6 | 50 | -7% | 11% | -20% | 0.1% | 4% | 1% | 19% | i
CCc1c(C)nc(N)n2c(SCC(=O)N3CCN(c4ccccc4OC)CC3)nnc12 | . | . | 4% | -5% | 3% | -0.2% | . | . | . | .
O=C(c1ccccc1)N1CCN(CCc2ccccc2)CC1 | 1.0 | 49 | 10% | 13% | 8% | -0.1% | 8% | -1% | 18% | .
CCOC(=O)c1cnc2c(cnn2C)c1NCCCN(C)C | -0.6 | 93 | 4% | -2% | -5% | -0.1% | 11% | 0% | 10% | i
Cc1ccc2nc(NCCCNC(=O)c3cnccn3)c(C#N)cc2c1 | 0.3 | 95 | -10% | -14% | -4% | 0.3% | 3% | 3% | 5% | i
NC(=O)CC(NC(=O)c1ccccc1)c1ccc(NCC2CC2)c([N+](=O)[O-])c1 (stereo unspecified) | -3.8 | 96 | ? | 13% | -2% | -0.1% | 8% | -3% | 8% | i
CNc1cc(CS(=O)c2ccccc2)nc(-c2ccccc2)n1 (stereo unspecified) | 1.1 | 72 | ? | 2% | -10% | 0.2% | 9% | 4% | 8% | i
O=C(Nc1ccccc1C(=O)NCCCn1ccnc1)c1ccc(Cl)cc1Cl | 4.2 | 27 | 6% | 13% | 5% | -0.1% | 8% | -6% | 21% | i
COC(=O)c1cn(C(=O)c2cc(OC)cc(OC)c2)c2ccccc12 | 2.0 | 46 | 3% | -14% | 7% | 0.3% | 8% | -8% | 0% | . | NS5 inhibitors pilot replicate=-4.6
CCCOc1ccc(N2C(=O)CC(N(Cc3ccc(OC)cc3)C(=S)Nc3ccccc3)C2=O)cc1 (stereo unspecified) | 4.1 | 41 | -3% | 5% | 26% | -0.2% | 7% | 0% | 5% | i
Cc1ccccc1-n1ccnc1SCC(=O)NC1CCCC1 | -1.5 | 50 | -10% | -9% | -7% | -0.2% | -7% | 4% | 17% | .
Cc1ccccc1C(=O)NN(C)c1nc2ccccc2nc1C(F)(F)F | -0.3 | 63 | -1% | -5% | 4% | 0.0% | 14% | -2% | -3% | i
COc1ccc(CCn2c(C)cc(C(=O)COC(=O)c3ccc(NC(=O)CC#N)cc3)c2C)cc1 | 2.7 | 70 | 64% | -1% | -6% | -0.1% | 5% | -9% | 8% | .
CCN(CC(=O)NC(C)C)C(=O)CCNC(=O)c1ccc(Cl)cc1 | 0.4 | 83 | 5% | 0% | -3% | -0.1% | 5% | -1% | -3% | i | NS5 inhibitors pilot replicate=4.3
CCOc1ccccc1N(CC(=O)N/N=C/c1cc(Br)ccc1OC)S(C)(=O)=O | 3.0 | 42 | 13% | -7% | 9% | -0.1% | 13% | -4% | 3% | i
COc1ccc(CCNC(=O)CCSc2nc(-c3ccco3)cc(C(F)(F)F)n2)cc1 | 1.6 | 52 | 11% | -7% | 7% | 0.1% | 4% | -4% | -2% | i
CCCCC(=O)N/N=C/c1sccc1C | 1.6 | 51 | -4% | 16% | 8% | 0.5% | 3% | 0% | -11% | i
C[N+]1(CCn2ccc3ccccc32)CCCCC1 | 0.1 | 38 | -5% | 10% | 3% | -0.1% | 5% | -3% | 17% | i
Nc1nonc1-c1noc(-c2ccccc2)n1 | -2.0 | 55 | 11% | 2% | -15% | -0.5% | 9% | -1% | 0% | i
CCN(C(=O)/C=C/c1ccc2c(c1)OCO2)c1ccccc1 | -1.9 | 48 | 1% | 8% | 1% | 0.3% | -3% | 8% | 22% | i
CS(=O)(=O)N1CCN(c2ccc(NC(=O)c3cccnc3Cl)cc2)CC1 | 0.0 | 49 | -2% | 9% | 0% | 0.2% | 8% | 2% | 0% | i
COc1ccc(C(=O)c2coc3ccc(O)cc23)cc1 | 1.9 | 89 | 6% | 8% | -2% | -0.1% | 12% | -5% | 2% | .
COC(=O)c1ccccc1NC(=O)CCc1ccccc1 | -0.3 | 57 | -2% | 12% | -1% | -0.3% | 5% | 0% | 9% | i
O=C(COC(=O)C1CCN(C(=O)c2ccc(Cl)cc2)CC1)NC1CCS(=O)(=O)C1 (stereo unspecified) | -1.1 | 38 | 0% | -2% | 4% | 0.1% | 3% | -16% | 10% | i
Cc1cc(C(=O)N2CCC(C)CC2)on1 | -0.7 | 61 | 1% | -6% | 8% | 0.1% | -8% | -2% | 16% | i
CC(C)NC(=O)CCN1C(=O)c2ccccc2Sc2ncccc21 | -2.0 | 94 | 5% | -3% | -4% | -0.1% | 6% | -3% | -7% | .
CCOC(=O)c1c(NC(=O)CN2CCCCC2)sc2c1CCN(C(=O)OCC)C2 | 14 | 35 | 2% | -6% | -3% | -0.1% | 8% | -9% | 22% | i
The listing continues:
SMILES | NTR1 agonist | NTR1 agonist cell count 20 µM | AID2073 | GPR55 LPI antagonism | GPR35 arrestin U2OS | GPR55 activation | MgcRacGAP inhibition | NS5 inhibitors | SV40 large T antigen | Yfh1-depleted yeast | others
COC(C(=O)Nc1ccc(S(=O)(=O)N2CCCCC2)cc1)c1ccccc1 (stereo unspecified) | -2.1 | 33 | -3% | 8% | 9% | -0.1% | 0% | 0% | 3% | i
O=C(O)CSc1nnc(COc2ccccc2)n1-c1ccccc1 | 0.8 | 56 | 13% | 0% | -7% | -0.1% | 13% | 12% | 6% | .
Cc1ccc(NC(=O)CCN2CCOCC2)cc1C | 0.6 | 82 | -6% | 2% | -8% | -0.2% | 10% | 0% | 7% | . | NS5 inhibitors pilot replicate=-1.2
COc1cccc(NC(=O)CN(C)C(=O)c2cc(-c3cccc(Br)c3)nc3ccccc23)c1 | 11 | 41 | . | . | . | . | 2% | -7% | 11% | .
CCOC(=O)c1c(C)[nH]c(C(=O)Nc2ccc(C)c(Cl)c2)c1C | 6.2 | 66 | 3% | 0% | -12% | -0.2% | . | . | -15% | i
Cc1cccc(N2CCN(C(=O)CCC(=O)N3Cc4ccccc4Oc4ncccc43)CC2)c1C | 0.5 | 59 | 9% | -4% | 4% | -0.2% | 8% | -10% | 11% | .
COc1ccc(S(=O)(=O)N2CCC(C(N)=O)(N3CCCCC3)CC2)cc1OC | -0.1 | 51 | 3% | -2% | 3% | -0.2% | 3% | -13% | -1% | .

Screening data: PubChem BioAssay, several laboratories
